Source: PubChem
Plk1 PBD FP = Plk1 (human) PBD binding inhibition; inhibition, %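 (tested at about 20 µM)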; Plk1 PBD phosphopeptide binding, fluorescence polarization; 97,000 tested, 0.13% active; in the data active = inhibition above about 34%, passing the limit was not always enough
CYP2C19 inh = human CYP2C19 inhibition. AID 778. inhibition, % at 5 µM. 96,000 tested, 21% active. P33261. CYP2C19 Supersomes, luciferin-H EGE luminescence, 30 min;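 active = CYP2C19 inhibition above a set limit at 5 µM in the primary screen, cut at about 50% in these data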;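 note: plate controls were negative control wells for no effect and 2.5 mM tranylcypromine positive control for full effect; values of inactives mirror those of a sister screen read the other way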
EphB4 antag = antagonists of human EphB4-ephrin-B2 interaction. inhibition, % at 7 µM. P54760. 97,000 tested, 0.15% active. EphB4 LBD / TNYL-RAW-Alexa532 peptide, fluorescence polarization;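 active = inhibition above the screen-wide mean inhibition plus 3 SD, cut at about 15% in these data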;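 note: 0% = DMSO wells and 100% = excess unlabeled TNYL-RAW peptide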
Target sequence (P54760 whole entry, looked up, the tested form may be a part): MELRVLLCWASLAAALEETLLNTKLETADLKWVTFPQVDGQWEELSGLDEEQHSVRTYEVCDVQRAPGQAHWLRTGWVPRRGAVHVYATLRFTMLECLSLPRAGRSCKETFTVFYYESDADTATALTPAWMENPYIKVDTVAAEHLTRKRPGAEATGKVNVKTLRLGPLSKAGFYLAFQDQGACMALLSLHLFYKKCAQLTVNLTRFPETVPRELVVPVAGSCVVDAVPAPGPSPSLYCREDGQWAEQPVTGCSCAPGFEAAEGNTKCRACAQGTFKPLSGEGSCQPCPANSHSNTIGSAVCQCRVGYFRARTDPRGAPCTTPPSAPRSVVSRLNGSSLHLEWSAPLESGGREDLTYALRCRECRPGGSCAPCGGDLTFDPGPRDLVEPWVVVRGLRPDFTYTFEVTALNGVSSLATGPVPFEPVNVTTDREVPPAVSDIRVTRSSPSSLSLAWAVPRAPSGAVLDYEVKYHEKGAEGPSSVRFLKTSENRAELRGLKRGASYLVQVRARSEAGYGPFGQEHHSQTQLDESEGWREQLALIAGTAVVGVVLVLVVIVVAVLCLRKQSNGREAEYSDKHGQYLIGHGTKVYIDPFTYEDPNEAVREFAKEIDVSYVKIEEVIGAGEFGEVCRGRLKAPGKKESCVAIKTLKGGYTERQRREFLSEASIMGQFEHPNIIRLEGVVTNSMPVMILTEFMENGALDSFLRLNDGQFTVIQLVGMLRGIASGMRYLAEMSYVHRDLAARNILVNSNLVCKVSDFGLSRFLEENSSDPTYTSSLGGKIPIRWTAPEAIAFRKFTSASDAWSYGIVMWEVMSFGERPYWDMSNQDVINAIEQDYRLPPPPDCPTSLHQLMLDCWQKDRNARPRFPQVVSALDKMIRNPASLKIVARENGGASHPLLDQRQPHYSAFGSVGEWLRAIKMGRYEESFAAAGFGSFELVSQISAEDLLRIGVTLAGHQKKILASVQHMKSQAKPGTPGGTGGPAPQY
PLK1 inh = blocks human PLK1 kinase activity. recombinant PLK1 kinase, TR-FRET peptide phosphorylation. inhibition, % at 10 µM. 97,000 tested, 0.53% active;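 active = inhibition of 50% or more in the single-concentration screen; inactive = inhibition below 50%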;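 note: 0% = DMSO max control and 100% = H-89 dihydrochloride min control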
Rev-RRE block = HIV Rev-RRE protein-RNA interaction inhibition; P05866; Rev peptide-RRE RNA binding, FRET; inhibition, % at 8 µM; 97,000 tested, 0.79% active; AID 704;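 active = inhibition above the screen-wide mean plus 3 SD, cut at about 35% in these data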;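 note: 0% = median DMSO wells and 100% = median Neomycin B control wells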
Target sequence (P05866 whole entry, looked up): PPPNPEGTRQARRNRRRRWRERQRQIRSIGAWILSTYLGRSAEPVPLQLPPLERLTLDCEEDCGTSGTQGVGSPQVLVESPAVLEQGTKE
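Assay system: Labelled RRE RNA duplex and labelled Rev peptide | Times: 5 min preincubation and 15 min binding, 25 °C | Detection: FRET, ex 480 nm, em 540 and 671 nm | Evaluation: % inhibition of FRET ratio versus controls | Benchmarks: DMSO wells as 0% and neomycin B wells as 100% inhibition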
CYP2C9 act = CYP2C9 (human) activation | activation factor at 5 µM | AID 1024 | P11712 | 96,000 tested, 1.4% active | recombinant CYP2C9, luciferin-H conversion, luminescence; hits give high values; factor 1 = untreated enzyme, 0 = blocked;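 active = activation factor of 2 or more for CYP2C9 at a 5 µM dose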;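 note: 0 = sulfaphenazole-blocked wells and 1 = vehicle-only wells; values of inactives mirror those of a sister screen read the other way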
CYP2C19 activ = activators of human cytochrome P450 2C19. 96,000 tested, under 10 active. recombinant CYP2C19, luciferin-H EGE luminescence; hits give high values; 0 = fully inhibited enzyme, 1 = untreated enzyme. P33261. activation factor at 5 µM;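 active = activation factor of at least 2 at 5 µM in the primary screen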;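 note: 0 = wells with 2.5 mM tranylcypromine and 1 = vehicle-only wells; values of inactives mirror those of a sister screen read the other way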
PLAP activator = activates human placental alkaline phosphatase; purified PLAP enzyme, luminescent substrate read-out; hits give high values; P05187; activation fold at 20 µM; AID 696; 96,000 tested, 1.2% active; in the data active = activation fold above about 2
CYP2C9 inhib = blocks human cytochrome P450 2C9; P11712; CYP2C9 Supersomes, luciferin-H conversion, luminescence; inhibition, % at 5 µM; 96,000 tested, 20% active; AID 777;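 active = blocking of liver enzyme CYP2C9 beyond about 50% at 5 µM, limit read from the data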; note: values of inactives mirror those of a sister screen read the other way
The depositor's hits bear a star; x = no result given. Random draw from the library (roughly 29% active in at least one column).

SMILES	Plk1 PBD FP	CYP2C19 inh	EphB4 antag	PLK1 inh	Rev-RRE block	CYP2C9 act	CYP2C19 activ	PLAP activator	CYP2C9 inhib
CN(C(=O)c1ccc2c(c1)OCO2)C1(C(=O)NC2CCCC2)CCCCC1	x	9	x	x	x	0.7	0.9	1.1	33
CCOC(=O)CN1CC23C=CC(O2)C(C(=O)NCCc2ccccc2)C3C1=O (stereo unspecified)	-23	-9	3	-7	-2	1	1.1	1.1	-4
N=c1c2c3c(sc2ncn1CCCO)CCCC3	0	-4	3	3	10	0.8	1	1.2	17
CCCOc1ccc(Cn2c(O)cc(=O)[nH]c2=O)cc1	8	-8	-1	-15	7	1.1	1.1	1.2	-8
N#CCSc1nccc(-c2cc(Cl)sc2Cl)n1	22	18	2	5	3	0.9	0.8	0.9	8
Cc1ccccc1NC(=O)CSc1nnnn1C	19	22	-6	-8	4	1	0.8	1.1	-3
CO/N=C/NC(=O)c1c(OC)ccnc1Oc1ccc(Cl)cc1	10	19	0	-8	2	0.8	0.8	1.2	24
Cc1ccc(C(=O)N/C(=C\c2cccs2)C(=O)NCc2ccncc2)cc1	-5	9	-1	-11	6	1	0.9	0.9	0
Cn1c(Cl)c(/C=N/OC(=O)c2ccc(Cl)cc2)c2ccccc21	-29	-10	1	-17	14	2.1*	1.1	1	-105
COc1cc(C2=NOC(C(=O)N3CCN(c4ccc(F)cc4)CC3)C2)cc(OC)c1OC (stereo unspecified)	5	12	6	-6	10	0.9	0.9	1.4	13
COc1cccc(NS(=O)(=O)c2ccc3[nH]cc(C(=O)NC4CC4)c(=O)c3c2)c1	-23	13	1	-17	10	0.5	0.9	0.9	52*
O=C1CS/C(=N\C(=O)N2c3ccccc3Sc3ccccc32)N1	-3	-8	4	-2	7	0.3	1.1	1.6	68*
Nc1nncn1C(=O)c1cc(Br)ccc1Cl	-3	-3	0	40	8	1.2	1	0.8	-24
COc1ccc(OC)c(-c2cc(C(=O)Nc3c(C)n(C)n(-c4ccccc4)c3=O)no2)c1	22	-5	-13	-12	4	1.8	1	1.1	-75
CCN(CC)C(=O)Nc1cnc2ccccc2c1	9	-3	6	-8	4	0.9	1	0.8	6
Cc1ccc(O)c(C2=NNC(O)(C(F)(F)F)C2)c1 (stereo unspecified)	-17	30	3	-3	11	0.7	0.7	2.2*	28
CCN(CC)S(=O)(=O)c1ccc(NC2c3ccccc3C(=O)N2Cc2ccc3c(c2)OCO3)cc1 (stereo unspecified)	9	13	-2	66*	7	0.9	0.9	0.9	9
COc1ccc(C2Nc3ccc4ccccc4c3-c3c2c(=O)oc2ccccc32)cc1 (stereo unspecified)	-28	12	-4	-13	-4	0.2	0.9	1.9	83*
CCN(CC)S(=O)(=O)c1ccc(NC2=NS(=O)(=O)c3ccccc32)cc1	10	-7	6	-6	10	0.5	1.1	0.9	48
COCCCNC(=O)c1c(NC(=O)c2cccs2)sc2c1CCCC2	17	9	0	-8	2	0.7	0.9	0.9	30
CCn1nc(C)c(NS(=O)(=O)c2ccccc2)c1C	13	85*	1	-1	-3	0.9	0.2	0.9	11
Cc1cc(C(F)(F)F)c(C#N)c(Sc2ccccc2)n1	-24	32	-5	-4	13	0.8	0.7	1	16
CCOc1ccc(-c2[nH]nc3c2C(c2cccnc2)C(C#N)=C(N)O3)cc1 (stereo unspecified)	11	50	-8	2	2	0.6	0.5	1.1	44
Cc1cc(NO)nc(-c2ccc(Br)cc2)n1	x	40	x	x	x	0.8	0.6	0.8	22
CCOc1ccccc1Oc1coc2cc(OC)ccc2c1=O	-38	38	-3	-11	-1	1.2	0.6	1.1	-17
CCC(=O)N1CCc2cc(Br)cc(S(=O)(=O)NCC3CCCN3CC)c21 (stereo unspecified)	x	-4	x	x	x	1	1	1.4	-5
Cn1c(=O)[nH]c(=O)c2c1nc(Br)n2CCCSc1nc2ccccc2o1	-16	22	-8	-6	10	0.7	0.8	1	30
COCCCn1c(=N)c(C(=O)NCc2ccc3c(c2)OCO3)cc2c(=O)n3ccccc3nc21	13	14	-7	8	4	0.7	0.9	1.3	29
O=C1N(CC(=O)N2CCc3ccccc32)CCN1Cc1ccc(Cl)cc1	-4	19	6	-13	14	2.3*	0.8	1	-134
Nc1cc(N)nc(SCC(=O)Nc2ccccc2)n1	-2	x	0	-4	7	x	x	x	x

Given field by field: two of the compounds above.
> Cc1cc(C(F)(F)F)c(C#N)c(Sc2ccccc2)n1
  Plk1 PBD FP: -24 | CYP2C19 inh: 32 | EphB4 antag: -5 | PLK1 inh: -4 | Rev-RRE block: 13 | CYP2C9 act: 0.8 | CYP2C19 activ: 0.7 | PLAP activator: 1 | CYP2C9 inhib: 16

> CCOc1ccc(-c2[nH]nc3c2C(c2cccnc2)C(C#N)=C(N)O3)cc1 (stereo unspecified)
  Plk1 PBD FP: 11 | CYP2C19 inh: 50 | EphB4 antag: -8 | PLK1 inh: 2 | Rev-RRE block: 2 | CYP2C9 act: 0.6 | CYP2C19 activ: 0.5 | PLAP activator: 1.1 | CYP2C9 inhib: 44

Next section.
SMILES	Plk1 PBD FP	CYP2C19 inh	EphB4 antag	PLK1 inh	Rev-RRE block	CYP2C9 act	CYP2C19 activ	PLAP activator	CYP2C9 inhib
N/C(=N\OC(=O)c1ccccc1Cl)c1ccccc1	-22	23	10	-14	8	0.8	0.8	0.8	22
CCCOc1cc(C)c(S(=O)(=O)NCCOC)cc1C	-6	28	6	-7	7	0.7	0.7	1.1	26
C1CCN=C(Nc2nc3c(s2)CCCC3)CC1	-23	15	-2	-13	3	1	0.8	0.8	4
CCOC(=O)Cc1csc(NC(=O)c2ccc(C)o2)n1	6	73*	-1	-12	5	0.3	0.3	1.2	72*
CCCCNC(=S)NNC(=O)c1nn(C)c(C)c1Cl	15	x	1	-8	4	x	x	x	x
CN(CCOc1ccc(-c2ccn(S(=O)(=O)c3ccc(Cl)cc3)n2)cc1)c1ccccn1	-6	12	2	-7	18	0.7	0.9	1.1	31
CCCC1CC(c2csc(N)n2)CCO1 (stereo unspecified)	15	80*	4	-15	4	0.2	0.2	1.1	76*
O=C(NCc1ccccn1)c1cn(Cc2ccccc2)nn1	15	-7	-1	-5	1	1.1	1.1	1	-6
Cc1ccc2nc3c(cc2c1)c(NS(=O)(=O)c1ccccc1)nn3CC(C)C	-34	-9	5	-7	-3	1	1.1	1.2	2
CCCC(c1nnnn1Cc1cccs1)N1CCN(c2nc3ccccc3s2)CC1 (stereo unspecified)	22	18	2	-16	2	0.7	0.8	1	34
Cc1ccccc1NC1=C(Cl)C(=O)OC1NC(=O)c1ccccc1 (stereo unspecified)	-6	61*	5	-2	12	0.3	0.4	1.2	72*
NCCOc1ccccc1-c1ccccc1	-6	57*	7	-5	-2	0.3	0.4	0.7	66*
C=CCSc1nc2c(c(=N)n1CC=C)C1CCCC1S2 (stereo unspecified)	-20	32	-5	-2	9	0.6	0.7	1.2	36
CCC(C)C1NC(=S)N(C2CCCCC2)C1=O (stereo unspecified)	-11	41	-5	-15	-2	0.8	0.6	0.9	23
CN(C)C(=O)NC(Nc1ccc(Cl)cc1Cl)C(Cl)(Cl)Cl (stereo unspecified)	2	87*	-5	-7	6	0.3	0.1	1	65*
CC(=O)N1CCc2cc(Br)cc(S(=O)(=O)N3CCCCCC3)c21	20	37	1	-3	-1	1.4	0.6	0.9	-41
COc1nc(N)nc(CC(=O)C2CC2)n1	39	-3	-7	-3	5	1	1	0.9	2
COc1nc(OC)nc(N2CCC(C(=O)Nc3cccc4c3CCCC4)CC2)n1	2	13	5	-17	4	1.1	0.9	0.9	-9
CCOc1cc(C2C(C(=O)OC)=C(C)N=C3SC(C)C(=O)N32)ccc1OC(C)=O (stereo unspecified)	2	64*	5	-10	8	0.4	0.4	1.2	59*
COCCNC(=O)CN1CCN(C(c2ccccc2)c2ccccc2)CC1	-7	7	4	-11	4	0.8	0.9	1.4	18
O=C(Nc1ccc(F)cc1)N(Cc1nnc2n1CCCCC2)c1ccccc1	11	-7	-5	-4	4	1.1	1.1	1.1	-6
CCOC(=O)/C(C#N)=C/c1cc(C)n(-c2ccc(C)cc2)c1C	0	16	-3	-13	3	0.4	0.8	1	55*
Cc1nn(Cc2ccc(F)cc2)c(C)c1NC(=O)c1noc2c1CCc1ccccc1-2	3	1	-6	-8	-5	1	1	0.9	-2
CCC(C)NC(=O)Cn1cnc2sc(C)cc2c1=O (stereo unspecified)	14	7	0	-7	0	0.9	0.9	1.1	12
N#Cc1cc2ccc(N3CCOCC3)cc2cc1C#N	0	8	0	-11	13	0.8	0.9	0.9	25
COc1ccccc1CNC(=O)/C=C/c1cc2c(cc1Br)OCO2	-16	4	-15	-17	1	1.4	1	1.1	-36
CC(C)Sc1nnc([C@H](Cc2c[nH]c3ccccc23)NC(=O)OC(C)(C)C)o1	13	36	0	-5	1	0.5	0.6	1.5	48
CC(C)Oc1cc2oc(=O)c3c(c2cc1Cl)CCC3	2	5	3	-2	4	1	0.9	0.8	1
CCOCCCNc1nc2c(c(=O)[nH]c(=O)n2C)n1CCCc1ccccc1	-7	14	-7	-11	2	0.8	0.9	1.2	25
COc1ccc(NC(=O)CSc2nnc(C3CC3)n2-c2ccccc2)cc1	17	26	-5	-3	-1	0.6	0.7	1.1	37
COc1cccc(-n2c(COc3ccc(C)cc3)nnc2SCC(=O)O)c1	-23	-9	4	-1	3	1.2	1.1	1.4	-17
O=C(c1ccccc1-c1nc(-c2ccccc2)no1)N1CCOCC1	9	5	-3	-6	3	0.8	0.9	1	20
O=C(COc1ccc(S(=O)(=O)NC2CCCCC2)cc1Cl)NCc1ccc2c(c1)OCO2	-3	94*	-1	-35	14	0	0.1	1.8	98*
CCN(CC)C(=O)CSc1nnc(CNc2ccc(F)cc2)n1-c1ccccc1	-10	x	-1	-4	0	x	x	x	x
CCOC1(NC(=O)c2ccccc2)C(C)=CC(=O)C=C1C	-4	11	2	-4	3	0.9	0.9	1.1	7
O=C(NCC1CCCO1)C1CCC(N2C(=O)c3ccccc3C2=O)CC1 (stereo unspecified)	15	56*	-1	-10	1	0.3	0.4	1	72*
CCCc1cc(=O)[nH]c(SCC(=O)N(C)C2CCS(=O)(=O)C2)n1 (stereo unspecified)	2	45	-6	-6	7	1	0.5	1	1
Cc1ccc(/C([O-])=C(/C(=S)NCc2ccco2)[n+]2ccccc2)cc1	4	24	2	-15	7	0.7	0.8	1.2	25
COc1ccc(Cn2c(C)c(C)c(C#N)c2NC(=O)Nc2ccc(F)cc2)cc1	-5	4	-3	-7	11	0.9	1	0.8	14
CCOC(=O)CN1C(=O)COc2ccc(Cl)cc21	-2	6	11	-13	9	1	0.9	0.9	1
CCCSc1nsc(SCCC)c1C#N	9	-14	0	-12	10	1.1	1.1	0.9	-14
O=C(CN1C(=O)CCC1=O)Nc1nc(-c2ccccn2)cs1	17	-14	5	-2	9	1.1	1.1	2.2*	-6
O=C(NCc1ccccn1)C1CCC(=O)N1C1CCCC1 (stereo unspecified)	-11	x	4	-4	9	x	x	x	x
CCn1nc(CC(=O)Nc2nnc(CC(=O)N3CCOCC3)s2)c2ccccc2c1=O	-19	3	7	-6	7	0.9	1	1	14
CCOc1ccc(-c2nnc3n2N=C(c2ccc(OC)cc2)CS3)cc1	10	-17	5	-9	0	1.2	1.2	1.2	-19

Reformatted in markdown: three of the compounds above.
| SMILES | Plk1 PBD FP | CYP2C19 inh | EphB4 antag | PLK1 inh | Rev-RRE block | CYP2C9 act | CYP2C19 activ | PLAP activator | CYP2C9 inhib |
| --- | --- | --- | --- | --- | --- | --- | --- | --- | --- |
| CCCSc1nsc(SCCC)c1C#N | 9 | -14 | 0 | -12 | 10 | 1.1 | 1.1 | 0.9 | -14 |
| O=C(CN1C(=O)CCC1=O)Nc1nc(-c2ccccn2)cs1 | 17 | -14 | 5 | -2 | 9 | 1.1 | 1.1 | 2.2* | -6 |
| O=C(NCc1ccccn1)C1CCC(=O)N1C1CCCC1 (stereo unspecified) | -11 | x | 4 | -4 | 9 | x | x | x | x |
